# Source: PubChem
# VIM-2 inhibitor: inhibitors of Pseudomonas aeruginosa VIM-2 metallo-beta-lactamase. inhibition, % at 5.6 µM. purified VIM-2, nitrocefin hydrolysis, epi-absorbance fluorescence. actives 0.89% (n = 290,000);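 active means inhibition above the mean of all tested compounds plus 3 SD, cutoff set per screening run, cut at about 7.5% in these data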;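 further: red hydrolysis product quenches plate fluorescence so inhibitors raise well fluorescence; 0% = enzyme with DMSO and 100% = DMSO without enzyme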
# DNA FID counter: counter-screen for HCV NS3 helicase inhibitors: DNA intercalator displacement | DNA fluorescent intercalator displacement, fluorescence | inhibition, % at 7.9 µM | actives 0.17% (n = 290,000) | AID 1845; in the data active means inhibition above about 37%;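 further: 0% = vehicle and 100% = reference compound; higher means more ethidium bromide displaced from hairpin DNA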
# NS3 helicase inh: HCV NS3 helicase inhibition. NS3 helicase DNA unwinding, Cy5 molecular beacon fluorescence. inhibition, % at 10.9 µM. actives 0.56% (n = 290,000);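 active means inhibition above the mean of all tested compounds plus 3 SD, set per campaign, cut at about 35% in these data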;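 further: 0% = DMSO wells and 100% = thioflavine S control wells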
#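 System: NS3 helicase fragment of HCV / Schedule: 1 h at 25 °C / Control set: DMSO alone as 0% and 110 µM thioflavine S as 100% / Reagent: Cy5/quencher beacon DNA duplex and ATP to start / Technique: Cy5 fluorescence / Replication: singlicate / Evaluation: % inhibition of end-to-start signal ratio versus controls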
# IMP-1 inhibitor: blocks Pseudomonas aeruginosa IMP-1 metallo-beta-lactamase | purified IMP-1, nitrocefin hydrolysis, epi-absorbance fluorescence | inhibition, % at 5.6 µM | actives 0.45% (n = 290,000) | AID 1556;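 active means inhibition above the mean plus 3 SD of all compounds in the same screening run, cut at about 4.5% in these data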;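 further: 0% = IMP-1 with DMSO and 100% = DMSO wells lacking enzyme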
#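 Test system: recombinant IMP-1 enzyme, purified / Medium: HEPES buffer pH 7.1 with ZnSO4 and Brij 35 / Doses: single dose, 5.6 µM / Times: 25 °C, 15 min preincubation, 25 min reaction / Detection: Epi-absorbance via hydrolysed-nitrocefin quenching of white-plate fluorescence, 480/530 nm, EDTA stop / Evaluation: percent inhibition from optical density relative to buffer-blank wells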
# MEKK2 mut-MEK5: signal of MEK5 binding to mutant human MEKK2 PB1 domain. bead flow cytometry, Alexa488-MEK5 binding to MEKK2 mutant. percent response, % at 10 µM. actives 0.35% (n = 290,000); in the data active means percent response above about 24%, passing the limit was not always enough; further: inactives centre near 1; some results filed as inactive read as strong as hits
# NALP1 inh: NALP1 inhibition; actives 0.61% (n = 280,000); inhibition, % at 10 µM; S. cerevisiae NALP1/ASC/caspase-1 growth, X-gal OD620, 72 h; AID 2071; in the data active means inhibition mostly above about 24%, no sharp cut-off; inactive means mostly below about 32%; further: some compounds called inactive have numbers as strong as hits
# PfM18AAP inh: PfM18AAP enzyme inhibition | inhibition, % at 7.35 µM | actives 1.2% (n = 290,000) | recombinant PfM18AAP, H-Glu-NHMec fluorogenic cleavage;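 active means inhibition above the campaign mean inhibition over all tested compounds plus 3 SD, cut at about 28% in these data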;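 further: 0% = plate median of test compound wells and 100% = 2 mM ZnCl2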
# MEKK2 WT-MEK5: raises or lowers MEK5 binding to wildtype human MEKK2 PB1 domain | bead flow cytometry, Alexa488-MEK5 binding to MEKK2 WT; actives lie on both sides | binding response (% of control), % at 10 µM | actives 1.1% (n = 290,000) | AID 1531; in the data active means binding response below about 67% or above about 130%
# UBC9 SUMO inh: inhibitors of human SUMOylation (UBC9); inhibition, % at 35 µM; HTRF SUMOylation assay, SAE1/SAE2 + UBC9, in vitro; actives 0.36% (n = 290,000); P63279; in the data active means inhibition above about 50%, passing the limit was not always enough; further: strong numbers were not always called active
# Target sequence (P63279 whole entry, looked up): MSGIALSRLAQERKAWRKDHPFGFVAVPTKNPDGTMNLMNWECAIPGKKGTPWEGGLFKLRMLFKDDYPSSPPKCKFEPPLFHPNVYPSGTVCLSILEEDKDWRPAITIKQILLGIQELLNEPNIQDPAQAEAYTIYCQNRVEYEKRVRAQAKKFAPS
# The depositor's hits bear a star; . = no result given.
# Results follow in this order: VIM-2 inhibitor, DNA FID counter, NS3 helicase inh, IMP-1 inhibitor, MEKK2 mut-MEK5, NALP1 inh, PfM18AAP inh, MEKK2 WT-MEK5, UBC9 SUMO inh
Clc1cncc(Cl)c1N/N=C/c1ccncc1
→ 3.8, 1, -2, -2.7, 1, 31, 9, 107, -2
CN(C)/C=C/C(=O)/C=C/c1cn(-c2ncc(C(F)(F)F)cc2Cl)c2ccccc12
→ -1.2, -28, 28, -1.8, -1, 26, 11, 99, 1
C=CC1CN(CC(=O)OC)S(=O)(=O)c2ccccc21 (stereo not drawn)
→ ., ., ., ., -4, 7, ., 90, -21
COc1cccc(S(=O)(=O)NCc2ccc(C(=O)Nc3ccc(Cl)c(Cl)c3)cc2)c1
→ -1.6, -1, -8, -5.0, -11, 14, -1, 110, 11
COc1ccc(CNC(=O)C2CCN(S(=O)(=O)c3ccc4c(c3)C(C)(C)C(=O)N4C)CC2)cc1
→ -1.5, -44, -14, -2.4, 5, 17, 1, 108, 14
CCCCOc1ccc(C(=O)N(Cc2ccco2)C2CCS(=O)(=O)C2)cc1 (stereo not drawn)
→ -1.4, -49, -2, -1.3, 3, 1, -5, 101, 8
CNc1nc(N/N=C/c2ccc([N+](=O)[O-])cc2)nc(Nc2ccccc2)n1
→ -5.2, -5, -72, -2.7, -1, 21, -1, 114, -3
c1cnn(-c2cc(N3CCOCC3)ncn2)c1
→ -0.6, 1, 0, -2.4, -1, ., -4, 97, 1
CC(=O)N1c2ccc(S(=O)(=O)NCCC(=O)Nc3cccc(Cl)c3)cc2CC1C (stereo not drawn)
→ 0.8, -21, 2, -1.7, -4, 14, -2, 103, 0
COc1ccccc1NC(=S)NCc1ccccc1
→ -2.4, -4, 18, -3.4, 3, 2, 10, 112, 19
O=C(NNC(=O)c1ccccc1Br)c1ccc(SCC2CCCO2)c([N+](=O)[O-])c1 (stereo not drawn)
→ -2.0, 5, 3, -1.8, 6, -4, 10, 104, -13
CC(=O)c1cc(CN2C(=O)c3ccccc3C2=O)cs1
→ -0.2, 0, -6, -1.3, 7, 1, -5, 99, 28
C1CCN(c2nc(N3CCCC3)nc(N3CCNCC3)n2)C1
→ -2.1, -9, -4, -1.1, 11, 15, 1, 109, 22
COc1ccc(-n2c(CNc3ccc(C)cc3)nnc2SCc2ccccc2)cc1
→ 0.1, -27, 20, -0.5, 0, 18, -3, 102, -27
O=C(CNC(=O)c1ccccc1Br)N/N=C/c1cccs1
→ -0.6, -4, 3, -1.9, 8, 11, 5, 108, 0
O=c1[nH]nc(CNc2ccc(Cl)cc2Cl)c2ccccc12
→ -2.8, -4, -19, -3.9, 4, 4, 11, 100, 0
Cc1ccc2cc(C#N)c(N3CCN(C(=O)c4ccccc4)CC3)nc2c1
→ 1.3, -24, 15, 2.3, 0, 19, 8, 109, 1
CC(C)(C)c1csc(N/N=C/c2cccnc2)n1
→ -2.1, -21, -35, -1.4, 1, 24, 4, 107, -9
O=C(Cc1c2ccccc2nc2ccccc12)c1ccccc1
→ 1.4, -1, 2, -1.3, -3, 42, -1, 89, 8
c1ccc(-c2ccccc2OCCOCCN2CCc3ccccc3C2)cc1
→ 0.2, 22, -57, 0.9, -10, 18, -12, 110, 0
Cc1cccc(Nc2nc(C)cc(C)c2C#N)c1
→ -0.9, -9, -21, -0.1, 3, 20, -14, 105, 5
CCC(=O)OCC(=O)Nc1ccc(OC)cc1[N+](=O)[O-]
→ -0.6, -1, 1, -0.8, -6, 1, 2, 97, 5
CCC(=O)Nc1nnc(SCC(=O)NCC2CCCO2)s1 (stereo not drawn)
→ -1.9, -11, 12, -0.2, 1, 16, 4, 97, 6
CCOc1ccc(/C=C/C(=O)Nc2cccc(C(C)=O)c2)cc1
→ 0.7, -14, 2, -0.7, -2, 13, -5, 101, -13
COc1ccc(C2CC(c3ccccc3)=NN2C(=O)CCC(=O)O)cc1 (stereo not drawn)
→ 3.8, -50, 4, 0.8, 4, 14, -19, 108, 18
CCSc1nnc2nc(C)cc(C)n12
→ -0.5, 3, 3, -1.0, 8, 5, 14, 115, 25
Cc1ccc(O)c(-c2cc(-c3ccccc3[N+](=O)[O-])[nH]n2)c1
→ -1.8, 4, -12, -1.4, 0, 22, 23, 99, -12
Cc1c(C(=O)N2CCN(c3ccc(F)cc3)CC2)sc2ncnc(N3CCN(c4ccccn4)CC3)c12
→ -3.0, -40, -13, -1.9, -7, 19, -4, 93, -17
COc1cc(OC)c(C2=NOC(C(=O)Nc3c(C)nn(CC(=O)N4CCCC4)c3C)C2)cc1Cl (stereo not drawn)
→ -2.6, -30, -3, -0.5, -14, 23, 3, 86, 0
Brc1cccc(OCCCNC2CCCC2)c1
→ -5.0, 11, 2, -2.8, 4, 13, 2, 113, 10
Cc1cc(O)c(C(=O)c2ccccc2C(=O)O)cc1C
→ -4.2, -9, 11, -5.1, 21, 18, 1, 108, 21
CCC(=O)C1CCCN(C(=O)CCc2nnc(C3(c4ccc(Cl)cc4)CCC3)o2)C1 (stereo not drawn)
→ -2.9, -49, 23, -1.9, 6, 8, -8, 101, 12
COc1cccc(C2(O)CCN(C(=O)C(C)C)CC2)c1
→ 0.6, -12, -9, 1.8, -29, ., -11, 52, 11
C#CCn1c(O)c(N=NC(=O)CNC(=O)c2cccnc2)c2ccccc21
→ 0.6, -16, 6, -3.7, 0, 3, -2, 101, 3
CCN(CC)C(=O)Oc1ccc(OC(=O)N(CC)CC)cc1
→ -1.9, -30, 3, -2.6, 2, 6, 1, 101, 7
Cc1ccc(-n2ncc3c(=O)n(CC(=O)NCC4CCCO4)cnc32)cc1 (stereo not drawn)
→ -1.9, 7, 4, -4.3, 2, 15, -4, 102, 14
CCN(CC)C(=O)C1CCCN(Cc2ccc(OC)c(C)c2C)C1 (stereo not drawn)
→ -3.2, 4, -3, -1.3, 4, 9, 0, 102, 7
Cc1cc(C)c(S(=O)(=O)c2ccccc2)c(OC(=O)c2c(Cl)cc(Cl)cc2Cl)n1
→ -1.4, -15, -9, -2.7, 5, 14, 0, 101, 4
CCOC(=O)N1CCC(N2C(=O)c3cc(C(=O)NC4CCCCC4)ccc3C2O)CC1 (stereo not drawn)
→ -3.6, -33, 0, -2.7, 2, -12, 0, 108, 6
CNCc1ccccc1OCc1ccccc1F
→ -0.4, 5, -7, -0.5, 3, 1, -8, 110, 21

# 10 of the compounds above, with bars between the fields:
smiles | VIM-2 inhibitor | DNA FID counter | NS3 helicase inh | IMP-1 inhibitor | MEKK2 mut-MEK5 | NALP1 inh | PfM18AAP inh | MEKK2 WT-MEK5 | UBC9 SUMO inh
Cc1ccc(O)c(-c2cc(-c3ccccc3[N+](=O)[O-])[nH]n2)c1 | -1.8 | 4 | -12 | -1.4 | 0 | 22 | 23 | 99 | -12
Cc1c(C(=O)N2CCN(c3ccc(F)cc3)CC2)sc2ncnc(N3CCN(c4ccccn4)CC3)c12 | -3.0 | -40 | -13 | -1.9 | -7 | 19 | -4 | 93 | -17
COc1cc(OC)c(C2=NOC(C(=O)Nc3c(C)nn(CC(=O)N4CCCC4)c3C)C2)cc1Cl (stereo not drawn) | -2.6 | -30 | -3 | -0.5 | -14 | 23 | 3 | 86 | 0
Brc1cccc(OCCCNC2CCCC2)c1 | -5.0 | 11 | 2 | -2.8 | 4 | 13 | 2 | 113 | 10
Cc1cc(O)c(C(=O)c2ccccc2C(=O)O)cc1C | -4.2 | -9 | 11 | -5.1 | 21 | 18 | 1 | 108 | 21
CCC(=O)C1CCCN(C(=O)CCc2nnc(C3(c4ccc(Cl)cc4)CCC3)o2)C1 (stereo not drawn) | -2.9 | -49 | 23 | -1.9 | 6 | 8 | -8 | 101 | 12
COc1cccc(C2(O)CCN(C(=O)C(C)C)CC2)c1 | 0.6 | -12 | -9 | 1.8 | -29 | . | -11 | 52 | 11
C#CCn1c(O)c(N=NC(=O)CNC(=O)c2cccnc2)c2ccccc21 | 0.6 | -16 | 6 | -3.7 | 0 | 3 | -2 | 101 | 3
CCN(CC)C(=O)Oc1ccc(OC(=O)N(CC)CC)cc1 | -1.9 | -30 | 3 | -2.6 | 2 | 6 | 1 | 101 | 7
Cc1ccc(-n2ncc3c(=O)n(CC(=O)NCC4CCCO4)cnc32)cc1 (stereo not drawn) | -1.9 | 7 | 4 | -4.3 | 2 | 15 | -4 | 102 | 14

# Next structures.
# Results follow in this order: VIM-2 inhibitor, DNA FID counter, NS3 helicase inh, IMP-1 inhibitor, MEKK2 mut-MEK5, NALP1 inh, PfM18AAP inh, MEKK2 WT-MEK5, UBC9 SUMO inh
CN(Cc1nc(-c2ccncc2)no1)S(=O)(=O)c1ccc(Br)cc1
→ -3.0, -11, -3, -2.0, 19, 18, -4, 116, 14
CCN(CC)S(=O)(=O)c1ccc(NN)nc1
→ -7.3, -2, 3, -3.8, 0, -20, 45*, 105, -1
Cc1c(-n2c(SC(C)C(=O)NC(N)=O)nc3ccccc3c2=O)c(=O)n(-c2ccccc2)n1C (stereo not drawn)
→ -0.5, -6, 4, -1.3, 8, 1, -6, 104, 10
COc1ccc(/C=C/C(=O)OCC(=O)Nc2cccc(C(C)=O)c2)cc1
→ -1.3, -18, 9, -3.1, 0, ., -13, 108, 5
CCn1c(CSc2nc3ccccc3s2)nnc1SCC(=O)NCC(=O)OC
→ -4.0, -19, -1, -2.2, 5, 12, -1, 106, 5
CCCCOCCCNC(=O)N[C@@H](CC(C)C)C(=O)O
→ -5.5, -2, 8, -3.4, 0, 11, 4, 96, -2
CCOC(=O)CC(=O)CSc1nc(C)cc(C)c1C#N
→ -0.2, -3, 1, -1.3, 0, 28, 0, 97, 9
Cn1nnnc1SCC(=O)Nc1nn(-c2ccccc2)nc1C(N)=O
→ -2.9, -7, -3, -3.1, -2, 15, 3, 100, 8
O=C(Nc1ccc2nc(-c3ccc(Br)o3)[nH]c2c1)c1cccs1
→ -4.9, 0, 11, -2.9, 7, 3, -6, 102, 16
COc1cccc(CN2CCCN(S(=O)(=O)c3ccc(Br)cc3)CC2)c1
→ -2.5, -1, -23, -6.6, 12, 6, 0, 115, -24
COc1ccc(C(=O)NCc2nnc(SCC(=O)NCc3ccco3)o2)cc1OC
→ 0.0, -5, 2, -2.5, -1, 12, -2, 99, -6
CC1CCN(C(=O)CCC(=O)Nc2nnc(C(F)(F)F)s2)CC1
→ -1.8, -35, -4, -2.2, 1, 15, 2, 103, 8
CC(=O)c1ccc(Nc2nc(-c3cccnc3)cs2)cc1
→ 14*, -17, 6, -3.2, 4, 12, 1, 104, 27
Cc1ccc(S(=O)(=O)Nc2cc(C(F)(F)F)ccc2N2CCOCC2)cc1
→ -5.0, -12, 0, -1.9, -2, 28, 0, 96, -2
COc1ccc(CNCCC(c2ccccc2)c2ccc3c(c2)OCO3)cc1 (stereo not drawn)
→ 2.5, 37, -104, -0.5, ., 27*, -1, ., 2
Cc1ccc(-n2c(N)c(C(N)=O)sc2=S)cc1
→ 0.6, -1, 2, 2.9, -6, 14, 13, 92, -15
CCNc1nc2nc3ccc(C)cn3c(=O)c2cc1C(=O)NCC1CCCO1 (stereo not drawn)
→ 7.3, 7, 6, -2.6, -6, 11, 0, 85, 40
O=C(Nc1nnc(S(=O)(=O)N2CCOCC2)s1)c1ccccc1Br
→ -3.8, -10, 7, -3.0, 5, 5, 3, 106, 21
COC(=O)C1=C(C)NC(C)=C(C(=O)OC)C1C(=O)OC1CCCCC1=O (stereo not drawn)
→ -4.5, -16, -1, -3.3, 2, ., 2, 106, -8

# An unsorted share of the library. Share with any hit: about 4.7%.
